Screens as filed in PubChem BioAssay.
Avidin bead fluor: green autofluorescence of compounds with avidin beads – biophysical, 488/530 nm, flow cytometry, artefact control, profiling panel. hit rate 0.38% among 220,000. compound fluorescence 488/530 nm; hits give high values. fluorescence (KMESF) at 10 µM. AID 1775, 2009; in the data active = fluorescence above about 47; note: inactives centre near 10
HRas wt GTP bind: modulators of GTP binding to HRas wildtype, primary screen, biochemical, bead-based flow cytometry, multiplex; GST-Ras wt beads, Bodipy-FL-GTP binding; actives lie on both sides; GTP binding activity, % at 10 µM; hit rate 0.14% among 190,000; AID 759, 2007;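 active = GTP binding activity at least 20% away from the 100% baseline, either lowered as inhibitor or raised as activator; inconclusive = flagged as likely green fluorescent, judged across all proteins in the well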;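 note: 0% = unlabeled GTP competition control and 100% = no-compound control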
Target sequence (P01112 whole entry, looked up): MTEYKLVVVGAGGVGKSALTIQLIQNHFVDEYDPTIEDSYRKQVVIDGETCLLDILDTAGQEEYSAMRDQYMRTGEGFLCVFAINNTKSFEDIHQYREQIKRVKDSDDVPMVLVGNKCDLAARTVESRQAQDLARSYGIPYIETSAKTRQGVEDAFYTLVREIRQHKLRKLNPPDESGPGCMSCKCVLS
Rac1 act GTP bind: GTP binding modulators of activated mutant Rac1, primary screen, biochemical, bead-based flow cytometry, multiplex, fluorescent GTP | GST-Rac1 activated beads; actives lie on both sides; 100% means binding = to untreated wells | percent activity (GTP binding), % at 10 µM | hit rate 0.11% among 190,000 | Ras-related C3 botulinum toxin substrate 1 (Homo sapiens), P63000;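 active = GTP binding at least 20 percentage points away from the 100% baseline, in either direction, so actives lie on both sides; inconclusive = Compound likely fluorescent itself, or too few beads counted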
Rac1 wt GTP bind: wildtype Rac1 GTP binding modulators, primary screen, biochemical, GST-Rac1 beads, flow cytometry, multiplex; fluorescent GTP binding; actives lie on both sides; 0 = cold GTP competed, 100 = untreated; hit rate 0.27% among 190,000; GTP binding activity (% of control), % at 10 µM;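 active = GTP binding activity at least 20 points away from the 100% control level, either lower or higher; inconclusive = compound flagged as likely green fluorescent, judged across all proteins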
Mcl1 Noxa PPI: Mcl-1/Noxa binding inhibitors, primary screen, biochemical, TR-FRET, 1536-well. AID 1022, 2008. inhibition, % at 21.7 µM. hit rate 1.5% among 220,000. TR-FRET Mcl-1/Noxa peptide binding, 2 h;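 active = compounds that cut the protein-peptide binding signal by more than 50% relative to plate controls in a single-dose test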;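 note: His-tagged Mcl-1 with rhodamine Noxa BH3 peptide and terbium anti-His antibody; 0% = Mcl-1 plus Noxa peptide wells and 100% = peptide-only wells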
Target sequence (Q07820 whole entry, looked up): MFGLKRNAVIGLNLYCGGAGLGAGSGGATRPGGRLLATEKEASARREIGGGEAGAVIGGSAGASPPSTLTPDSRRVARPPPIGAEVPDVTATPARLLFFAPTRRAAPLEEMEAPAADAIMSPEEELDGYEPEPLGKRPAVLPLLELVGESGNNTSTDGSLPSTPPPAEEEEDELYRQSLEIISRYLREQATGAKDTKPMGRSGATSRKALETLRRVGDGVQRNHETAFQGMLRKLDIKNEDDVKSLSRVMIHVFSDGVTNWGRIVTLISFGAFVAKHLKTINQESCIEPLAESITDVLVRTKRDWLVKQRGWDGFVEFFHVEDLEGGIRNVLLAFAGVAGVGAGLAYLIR
Rab7 wt modul: modulators of GTP binding to Rab7, primary screen, biochemical, wildtype, multiplex bead flow cytometry; Rab7 GTPase wild type (dog), Bodipy-FL-GTP binding; GST-Rab7 beads, fluorescent GTP binding; actives lie on both sides; untreated = 100%, excess cold GTP = 0%; GTP binding activity (percent of control), % at 10 µM; hit rate 0.055% among 190,000;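 active = fluorescent GTP binding to Rab7 beads changed by at least 20 points from the 100% baseline, either direction, mostly lower; inconclusive = compound itself probably fluorescent, or too few beads counted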;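 note: median green fluorescence of bound Bodipy-FL-GTP per Rab7 bead population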
Rab2A wt mod: modulators of GTP binding to Rab2A wildtype, primary screen, biochemical, dog, bead-based flow cytometry, multiplex; GTP binding activity, % at 10 µM; GST-Rab2 wt beads, Bodipy-GTP binding; Ras-related protein Rab-2A (Canis lupus familiaris), P61105; hit rate 0.19% among 190,000;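 active = GTP binding activity at least 20 points away from 100%, either lowered or raised; inconclusive = signal likely due to the compound's own green fluorescence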;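 note: 0% = beads with excess unlabeled GTP and 100% = no-compound control corrected for plate trend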
Pf gametocyte: late stage P. falciparum gametocyte viability inhibitors, primary screen, ATP luminescence, HTS; AID 743093, 2013; hit rate 0.065% among 150,000; P. falciparum stage V gametocytes, 24 h; inhibition, % at 10.9 µM;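 active = inhibition above the mean plus 3 SD of compounds within the control limits, set per campaign, cut at about 38% in these data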;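 note: 0% = DMSO wells and 100% = medium only without gametocytes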
Cdc42 wt: modulators of GTP binding to wildtype Cdc42, primary screen, biochemical, multiplex bead flow cytometry, Bodipy-GTP | Cell division control protein 42 homolog (Homo sapiens), P60953 | GST-Cdc42 beads; actives lie on both sides | percent activity (GTP binding), % at 10 µM | hit rate 0.2% among 190,000 | AID 761, 2007;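 active = percent activity GTP binding at least 20 points away from the 100% baseline, either down as inhibitor or up as activator; inconclusive = compound flagged as likely green fluorescent from well-wide comparison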;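 note: median bead fluorescence of bound Bodipy-FL-GTP at 100 nM; 0% = excess unlabeled GTP control and 100% = no compound control; below 100% means less GTP binding so inhibitor and above means activator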
Target sequence (P60953 whole entry, looked up): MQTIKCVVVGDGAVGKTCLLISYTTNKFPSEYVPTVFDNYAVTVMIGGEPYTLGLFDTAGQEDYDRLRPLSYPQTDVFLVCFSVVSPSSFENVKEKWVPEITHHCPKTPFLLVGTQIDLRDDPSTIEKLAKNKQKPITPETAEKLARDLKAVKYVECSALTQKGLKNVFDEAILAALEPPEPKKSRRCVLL
ABCG2 block: ABCG2 efflux pump inhibitors, primary screen, multiplex with ABCB1, IgMXP3 cells, flow cytometry; Broad substrate specificity ATP-binding cassette transporter ABCG2 (Homo sapiens), Q9UNQ0; inhibition, % at 6.6 µM; JC-1 efflux; hit rate 0.1% among 190,000;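 active = inhibition above 80%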;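 note: 0% = DMSO and 100% = nicardipine control wells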
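Measure – % inhibition of efflux relative to nicardipine and DMSO · Test system – ABCG2 IgMXP3 and barcoded ABCB1 CCRF-Adr cell mix · Control set – nicardipine as high control, DMSO as low control · Compound – one concentration, 6.6 µM final · Signal – flow cytometry of retained JC-1 fluorescence · Timing – 10 min exposure at 25 °C with rotation, no wash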
ABCB1 block: ABCB1 efflux pump inhibitors, primary screen, cell-based, multiplex, flow cytometry, ABCG2 counter-screen; CCRF-Adr cells, JC-1 efflux; inhibition, % at 6.6 µM; hit rate 0.067% among 190,000; AID 1326, 2008; ATP-dependent translocase ABCB1 (Homo sapiens), P08183; in the data active = inhibition above about 40%;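 note: 0% = vehicle and 100% = reference inhibitor; higher value means more JC-1 retained so stronger ABCB1 efflux block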
* marks the source's active call; other numbers are inactive results; ? = inconclusive; / = not tested or not shown.

structure	Avidin bead fluor	HRas wt GTP bind	Rac1 act GTP bind	Rac1 wt GTP bind	Mcl1 Noxa PPI	Rab7 wt modul	Rab2A wt mod	Pf gametocyte	Cdc42 wt	ABCG2 block	ABCB1 block
O=C(CSc1nnc(-c2cccs2)n1CC1CCCO1)c1cc2ccccc2o1 (centres undefined)	10	99	99	107	-4	101	102	-6	98	15	0.8
COc1ccc(CC2(CO)CCN(Cc3c(C)nn(C(C)C)c3C)CC2)cc1	10	99	96	100	-20	103	98	19	96	0	0.2
CC(C)NC(=O)CSc1nc(-c2ccccc2)cs1	20	101	97	99	14	100	99	/	97	3	0.7
O=C(Nc1cccc(Cl)c1N1CCCC1)c1ccc(Br)o1	20	?	?	?	6	?	?	-29	?	7	0.7
Cn1nc(-c2ccc(OCC(=O)NCC3CCCO3)cc2)c2ccccc2c1=O (centres undefined)	7	100	97	98	2	96	96	/	99	4	0.7
COc1ccc(NC(=O)N2CCN(S(C)(=O)=O)CC2)cc1OC	14	100	95	95	0	99	98	12	99	4	0.8
COc1ccc(C(=O)Nn2c(SCC(=O)NCC3CCCO3)nc3ccccc3c2=O)cc1 (centres undefined)	11	97	97	97	9	93	98	21	99	-8	-5.5
Brc1ccc(C2C3=C(Nc4ncnn42)c2ccccc2OC3c2ccncc2)cc1 (centres undefined)	8	99	97	102	21	101	101	-2	98	3	1.1
COCCNC(=O)c1cc(C(=O)CC(C)C)c[nH]1	6	97	96	100	9	97	98	/	98	2	0.8
Cc1ccccc1-n1nc2c(c1NC(=O)c1c(-c3ccccc3Cl)noc1C)CSC2	18	96	93	94	-4	94	93	/	93	1	1.3
Cc1cc(-c2nn(C)c(=O)c3ccccc23)ccc1CNC(=O)NC1CCCCC1	10	94	95	95	7	95	96	12	94	10	3.2
CC1=NOC2(C1)N(C)c1ccccc1C2(C)C (centres undefined)	14	98	97	96	7	93	97	13	97	1	0.4
O=C(NCc1ccccn1)c1ccc(Cn2cc(Br)cn2)o1	15	101	98	110	22	103	102	/	104	4	0.1
Cc1ccc(Cn2nnc3c(=O)n(Cc4ccccc4C)cnc32)cc1	7	101	102	104	1	99	101	/	104	1	0.1
Cc1nc(SCC(=O)NCc2ccccc2)c2oc3ccccc3c2n1	50*	99	99	100	-121	100	100	/	101	2	-0.4
C=CCOc1cccc(C(=O)NC(c2ccccc2)C(C)C)c1 (centres undefined)	9	98	96	96	5	108	98	-5	96	3	0.6
CCCNC(=S)N1CC2(C)CN(C(=O)C(=O)OCC)CC(C)(C1)C2=O	14	98	99	108	20	107	101	-6	100	8	1.9
Cc1ccc(S(=O)(=O)NCCC(c2ccccc2)c2ccco2)cc1 (centres undefined)	2	98	97	102	12	100	98	2	98	3	3.5
CCC(C)(C)n1nnnc1C(c1ccc(OC)c(OC)c1)N1CCN(c2cccc(OC)c2)CC1 (centres undefined)	6	96	96	96	1	100	97	/	97	1	1.0
Clc1ccc(CNc2ccccn2)cc1	10	98	96	103	-9	103	100	-22	100	3	1.1
Cc1ccc(-n2nc(-c3ccco3)cc2C(=O)NCc2cccnc2)cc1	11	99	96	99	11	100	100	/	98	5	1.0
COc1ccc(NC(=O)CSc2nnc(Cc3cccn3C)n2CCc2ccccc2)c(OC)c1	8	104	101	114	-2	106	107	/	105	13	4.1
CCOC(=O)c1ccccc1NC(=O)Cn1c(=O)n(Cc2ccccc2)c(=O)c2c(C)c(C)sc21	3	103	102	98	-2	100	99	-8	100	0	1.9
CCCC(=O)Nc1nnc(Cc2ccccc2)s1	6	103	100	104	23	99	102	-6	104	1	0.1
O=C(c1ccccc1)c1n[nH]c(-c2ccccc2)cc1=O	26	103	98	107	11	112	101	/	96	1	0.0
Cc1nn(-c2ccccc2)c(C)c1C(=O)OCC(=O)N1CCN(S(=O)(=O)c2ccccc2)CC1	10	99	94	102	25	99	98	8	98	6	3.1
COC(=O)CSc1ccc(C#N)c(SCC(=O)OC)c1	18	?	?	?	-3	?	?	/	?	2	0.1
CN1C(=O)C2C=CC1C1C(=O)N(c3ccccc3)C(=O)C21 (centres undefined)	38	99	99	102	17	102	96	-5	101	34	1.4
O=C1C2C3C=CC(C2C(=O)N1c1ccccc1O)C1C2C(=O)N(c4ccccc4O)C(=O)C2C31 (centres undefined)	9	99	95	98	-3	107	101	-20	97	-1	-0.4
COc1ccc2c(c1)C(=O)/C(=C/C=C/c1ccccc1)CC2	6	100	99	107	-12	101	97	/	98	1	0.0
COC(=O)C(N)Cc1ccc(O)cc1 (centres undefined)	9	104	101	106	6	105	104	/	105	1	0.0
COc1ccc(C(CNC(=O)c2ccc(S(=O)(=O)N(C)C)cc2)N2CCCC2)cc1 (centres undefined)	10	96	94	95	-7	101	97	3	92	-1	-0.5
N#Cc1cnc2sc3ccccc3n2c1=N	5	100	99	103	2	102	100	2	99	1	0.1
Cc1cc(C(C)(C)C)cc(C)c1Cn1c2[n+](c3ccc(C(F)(F)F)cc31)CCCCC2	8	95	95	96	19	101	98	12	95	0	0.4
CCOC(=O)c1[nH]c(CSc2nnc(-c3ccncc3)n2CCOC)c(C(=O)OCC)c1C	5	98	97	97	-4	97	100	/	97	2	0.5
N/C(Cn1cncn1)=N\NC(=O)C(=O)Nc1ccccc1	12	98	100	100	5	97	94	14	95	11	1.7
O=C(CN(Cc1cccs1)C(=O)CNC(=O)c1ccco1)NC1CCCCC1	10	96	100	103	-3	100	99	/	97	2	0.6
Cc1ccc(S(=O)(=O)NC(CC(=O)O)c2ccccc2)cc1 (centres undefined)	21	100	101	104	-1	99	101	7	103	4	0.6
O=C(O)CC1=C(Nc2ccccc2)C(=O)N(c2ccccc2)C1c1ccc(F)cc1 (centres undefined)	3	103	99	103	14	105	99	/	101	-3	0.1
Cc1ccc(N2C(=O)CCC2(C(N)=O)c2ccccc2)cc1 (centres undefined)	8	101	96	103	3	107	104	-15	98	4	1.2
CCC(=O)Nc1ccc(/C(C)=N\NS(=O)(=O)c2ccc(C)cc2)cc1	35	98	98	98	5	92	94	-3	97	1	0.3
Cc1cccc(OCCCSc2nc3ccccc3[nH]2)c1	35	100	99	102	12	98	100	/	101	30	0.7
Cc1c(OCc2ccccc2)c(=O)ccn1Cc1ccccc1	35	102	99	109	6	100	101	/	103	19	1.3
CCSc1nnc(NC(=O)CSc2nc3c(c(=O)n2CC)SC(C)C3)s1 (centres undefined)	12	98	99	106	10	94	99	6	99	3	0.3
N#C/C(=C\c1ccc(N2CCOCC2)o1)c1ccccc1	8	98	96	97	46	98	97	6	96	7	0.5
COc1ccc(CCNC(=O)/C=C/c2cc(OC)c(OC)c(OC)c2)cc1OC	73*	98	98	102	8	107	97	-7	96	19	0.8
Cc1ccc(C(=O)Nc2ccc3c4c(cccc24)CC3)cc1[N+](=O)[O-]	14	100	98	99	5	97	97	20	101	8	1.1
COC(=O)c1ccc(Cl)c(NC(C)=O)c1	9	96	96	93	-22	92	96	-8	98	-2	-2.3
COc1cc(NS(=O)(=O)c2ccc(NC(=O)c3ccco3)cc2)nc(OC)n1	17	105	102	103	9	102	104	/	106	0	0.4
COc1ccc(C(=O)Nc2nc(-c3ccc(OC)cc3)c(-c3ccc([N+](=O)[O-])cc3)s2)cc1	26	99	99	102	-3	98	98	2	101	29	0.4
Cc1[nH]n(-c2ccccc2)c(=O)c1Sc1ccc(Cl)cc1	13	99	95	103	9	104	98	16	99	0	0.5
c1ccc(-c2ccc(SCc3cccnc3)nn2)nc1	19	96	96	101	9	102	98	13	98	4	0.3
COc1cccc(C(C(=O)NC(C)(C)C)N(CC(C)C)C(=O)CCC(=O)Nc2cc(C)on2)c1OC (centres undefined)	13	99	97	102	16	99	98	/	99	2	0.1
O=C(NCC(c1cccs1)N1CCOCC1)c1cc2ccccc2o1 (centres undefined)	3	95	95	96	6	95	94	/	98	2	1.0
CCCCN(CCCC)S(=O)(=O)c1ccc2oc(C(=O)N3CCOCC3)c(C)c2c1	14	102	97	100	23	103	103	/	102	2	1.0
COc1ccc(C(=O)CSc2n[nH]c(-c3ccncc3)n2)cc1[N+](=O)[O-]	12	95	93	92	25	95	90	14	96	7	-0.2
CCn1c(NCc2ccccn2)nc2c1c(=O)n(C)c(=O)n2C	39	102	100	107	3	99	100	15	102	53	2.1
O=C(NC1CCCCC1)N(Cc1ccccc1)Cc1ccco1	12	97	92	91	-30	94	93	/	96	2	0.9
CCNc1nnc(CCn2nc(C)c(Br)c2C)s1	10	99	96	100	9	104	99	18	97	1	0.1
O=C(Nc1ccc2c(c1)OCCO2)c1cccc2nc3ccccc3nc12	16	86	95	94	62*	94	84	0	85	7	2.4

New compounds follow
structure	Avidin bead fluor	HRas wt GTP bind	Rac1 act GTP bind	Rac1 wt GTP bind	Mcl1 Noxa PPI	Rab7 wt modul	Rab2A wt mod	Pf gametocyte	Cdc42 wt	ABCG2 block	ABCB1 block
CCOC(=O)c1cc2c(ccn2-c2ccc(F)cc2)n1CC(=O)N(CC)CC	11	102	99	103	16	110	100	-14	98	7	1.9
COc1ccc(OC)c2sc(N(CCN(C)C)C(=O)c3cc(Cl)sc3Cl)nc12	10	99	96	102	9	95	98	1	100	17	1.5
Cc1ccc(Cn2nnc3c(=O)[nH]c(C4CCCN(C(=O)Nc5ccc(F)cc5)C4)nc32)cc1 (centres undefined)	31	100	95	105	7	95	98	/	99	4	-0.3
Cn1c(CSc2nc3ccccc3s2)nc2ccccc21	7	99	97	100	15	93	99	0	100	12	1.8
